Mcl-1 Bim block – inhibitors of Bim-Mcl-1 interaction, human | AID 1009 | 0.1% of 190,000 active | inhibition, % at 10 µM | Q07820 | Bead-based flow cytometry, Bim peptide-Mcl-1 binding;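 also: 0% = no compound tracer wells and 100% = peptide blocker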
Bfl-1 Bim block – disrupts Bim binding to human Bfl-1; Q16548; Bead-based flow cytometry, Bim-Bfl-1 binding inhibition; inhibition, % at 10 µM; 0.12% of 190,000 active; AID 1008;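 also: 0% = wells without compound plus tracer and 100% = blocker peptide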
Bim-Bcl-W – human Bim-Bcl-W interaction inhibition | Q92843 | bead-based flow cytometry, Bim peptide-Bcl-W binding | inhibition, % at 10 µM | 0.02% of 190,000 active;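 also: 0% = bound tracer without compound and 100% = peptide blocker; higher means less fluorescent Bim peptide bound to Bcl-W beads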
RGS7-Gao reg – modulates binding of RGS7 to human Galphao; P09471; Multiplexed bead flow cytometry; actives lie on both sides; binding response (% of control), % at 10 µM; 0.35% of 220,000 active; in the data active = binding response below about 49% or above about 150%; inconclusive = no clear call, values can overlap the other calls; inactive = in between;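 also: fluorescent Galphao held in activated GDP-AlF4 state binding bead-coupled RGS7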
Target sequence (P09471 whole entry, looked up): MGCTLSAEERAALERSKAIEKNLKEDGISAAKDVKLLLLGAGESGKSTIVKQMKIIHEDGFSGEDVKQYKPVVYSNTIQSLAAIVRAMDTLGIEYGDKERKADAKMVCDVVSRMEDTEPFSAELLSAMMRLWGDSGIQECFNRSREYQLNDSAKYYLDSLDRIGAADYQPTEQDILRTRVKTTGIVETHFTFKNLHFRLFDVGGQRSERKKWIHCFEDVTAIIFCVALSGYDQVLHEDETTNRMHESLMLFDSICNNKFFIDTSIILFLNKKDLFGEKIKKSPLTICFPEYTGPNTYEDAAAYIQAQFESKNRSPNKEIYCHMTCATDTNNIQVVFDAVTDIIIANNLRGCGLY
GSH bead fluor – GSH bead compound fluorescence profile; GSH beads flow cytometry, compound fluorescence 488/530 nm; active compounds read high; fluorescence (KMESF) at 10 µM; 0.25% of 190,000 active; in the data active = fluorescence above about 89;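 also: glutathione beads carrying GST-tagged Bcl family fusion proteins plus one bare bead set; values are compound well signal with DMSO vehicle wells as background; inactives centre near 16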
Bcl-XL Bim block – human Bim-Bcl-XL interaction inhibition. inhibition, % at 10 µM. Q07817. AID 1007. Bim peptide-Bcl-XL binding, bead flow cytometry, fluorescence. 0.04% of 190,000 active
Target sequence (Q07817 whole entry, looked up): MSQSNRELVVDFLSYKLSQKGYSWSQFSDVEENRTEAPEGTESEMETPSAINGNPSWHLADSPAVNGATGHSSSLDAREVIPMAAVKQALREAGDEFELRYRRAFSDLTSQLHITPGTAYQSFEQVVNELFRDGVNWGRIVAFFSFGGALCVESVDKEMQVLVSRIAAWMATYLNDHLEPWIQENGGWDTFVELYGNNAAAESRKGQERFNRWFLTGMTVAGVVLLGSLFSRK
Mcl1 Bid PPI – disrupts binding of human Mcl-1 to Bid peptide; TR-FRET Mcl-1/Bid-Dy647 peptide binding, 1536-well; 0.97% of 220,000 active; inhibition, % at 21.7 µM;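 active = compounds that cut the binding signal by more than half at the single screening dose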;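 also: His-tagged Mcl-1 with europium anti-His antibody binding Bid BH3 peptide; 0% = Mcl-1 plus peptide wells and 100% = peptide-only wells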
RGS8-Gao – modulates binding of RGS8 to human Galphao; response (percent of control binding), % at 10 µM; P09471; 0.34% of 220,000 active; multiplexed bead flow cytometry; actives lie on both sides; AID 1423; in the data active = response below about 60% or above about 140%; inactive = in between;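 also: Galphao activated as the GDP aluminium fluoride complex binding bead-coupled RGS8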
Bcl-2 Bim block – disrupts Bim peptide binding to human Bcl-2; Bead-based flow cytometry, Bim peptide-Bcl-2 binding; inhibition, % at 10 µM; 0.06% of 190,000 active; AID 950; P10415; in the data active = inhibition above about 40%; inconclusive = no clear call, values can overlap the other calls;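 also: 0% = no compound wells with probe peptide and 100% = reference peptide inhibitor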
Target sequence (P10415 whole entry, looked up): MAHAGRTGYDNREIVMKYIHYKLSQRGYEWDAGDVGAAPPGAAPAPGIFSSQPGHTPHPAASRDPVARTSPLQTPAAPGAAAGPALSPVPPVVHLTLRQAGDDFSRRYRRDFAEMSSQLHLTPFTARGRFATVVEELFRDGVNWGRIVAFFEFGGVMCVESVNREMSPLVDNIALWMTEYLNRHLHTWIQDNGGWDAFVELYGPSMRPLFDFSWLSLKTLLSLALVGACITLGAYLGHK
Bim-Bcl-B – human Bim-Bcl-B interaction inhibition. inhibition, % at 10 µM. 0.073% of 190,000 active. bead-based flow cytometry, Bim peptide-Bcl-B binding. Q9HD36. AID 951;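 also: 0% = tracer peptide without compound and 100% = reference inhibitor peptide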
Target sequence (Q9HD36 whole entry, looked up): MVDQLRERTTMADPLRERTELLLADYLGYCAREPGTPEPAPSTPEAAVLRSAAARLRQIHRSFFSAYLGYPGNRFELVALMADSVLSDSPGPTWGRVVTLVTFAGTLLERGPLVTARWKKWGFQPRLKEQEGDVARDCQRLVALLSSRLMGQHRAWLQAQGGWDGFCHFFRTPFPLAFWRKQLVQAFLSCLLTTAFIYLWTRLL
RGS4-Gao reg – human RGS4-Galphao interaction regulation; binding response (% of control), % at 10 µM; 0.33% of 220,000 active; Multiplexed bead flow cytometry, RGS4-Galphao binding; actives lie on both sides; P09471; AID 1415; in the data active = binding response below about 49% or above about 150%; inactive = in between;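 also: fluorescent Galphao activated with aluminum fluoride binding bead-coupled RGS4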
An asterisk follows results filed as active; ? = inconclusive; [ ] = another dose, or the depositor's remark. Rule as the data show it, unless noted: active = inhibition above about 40%. Not a hit list; overall some 1.8% were active at least once.

SMILES	Mcl-1 Bim block	Bfl-1 Bim block	Bim-Bcl-W	RGS7-Gao reg	GSH bead fluor	Bcl-XL Bim block	Mcl1 Bid PPI	RGS8-Gao	Bcl-2 Bim block	Bim-Bcl-B	RGS4-Gao reg
Cc1nc2cc(NS(=O)(=O)c3cccc(F)c3)ccc2s1	0	-2	-1	98	13	1	7	100	1	-5	98
O=C(NCCc1ccccc1)C1CCCN(S(=O)(=O)c2cccc3nonc23)C1 (stereo not drawn)	6	-10	6	103	7	-1	-10	103	-4	-1	103
CN(c1ccc(C(=O)NCCSCc2c(F)cccc2Cl)cc1)S(C)(=O)=O	0	-6	0	103	11	-2	-16	98	-4	-2	100
Cc1nc2sc3c(NCc4ccco4)ncnc3c2c2c1COC(C)(C)C2	0	0	0	112	16	0	-42	106	-2	0	111
COc1cccc(NC(=O)C(C)Oc2ccccc2)c1 (stereo not drawn)	0	-1	2	95	25	-1	12	93	0	-1	89
N#Cc1nc(COc2ccccc2)oc1N1CCCCCC1	0	-11	0	102	23	-1	-14	109	-4	-3	102
COC(=O)c1c(NC(=O)CSc2nnc(Cn3nnc4ccccc43)n2C)sc(C)c1C	0	0	0	99	11	0	-48	103	0	0	101
Cc1oc(-c2ccc(Cl)cc2)nc1CSCC(=O)NCCCN1CCOCC1	-1	-5	-4	164*[activator]	5	-3	-14	112	-4	-1	187*[activator]
CCOC(=O)Cc1csc(NC(=O)COc2ccc(OC)cc2)n1	2	-8	0	99	17	-2	-12	105	-5	-4	98
O=C(O)c1ccc(NC(CSCc2ccccc2F)C(=O)O)c([N+](=O)[O-])c1 (stereo not drawn)	-6	-2	-4	99	22	-6	20	101	-2	-7	101
OCC#CCSc1nnc(-c2ccncc2)o1	-1	-10	1	100	251*	-20	-46	101	0	0	102
O=C(Oc1ccc(Cl)c2cccnc12)c1ccco1	0	-11	0	99	59	0	-44	102	-7	-5	102

Whole records from above. Order of values: Mcl-1 Bim block, Bfl-1 Bim block, Bim-Bcl-W, RGS7-Gao reg, GSH bead fluor, Bcl-XL Bim block, Mcl1 Bid PPI, RGS8-Gao, Bcl-2 Bim block, Bim-Bcl-B, RGS4-Gao reg
Shown for O=C(Oc1ccc(Cl)c2cccnc12)c1ccco1 = 0, -11, 0, 99, 59, 0, -44, 102, -7, -5, 102
Shown for CCOC(=O)Cc1csc(NC(=O)COc2ccc(OC)cc2)n1 = 2, -8, 0, 99, 17, -2, -12, 105, -5, -4, 98
Shown for O=C(O)c1ccc(NC(CSCc2ccccc2F)C(=O)O)c([N+](=O)[O-])c1 (stereo not drawn) = -6, -2, -4, 99, 22, -6, 20, 101, -2, -7, 101

Following part
SMILES	Mcl-1 Bim block	Bfl-1 Bim block	Bim-Bcl-W	RGS7-Gao reg	GSH bead fluor	Bcl-XL Bim block	Mcl1 Bid PPI	RGS8-Gao	Bcl-2 Bim block	Bim-Bcl-B	RGS4-Gao reg
CCNC(=O)COC(=O)c1ccc(NS(=O)(=O)c2ccc3c(c2)OCCO3)cc1	3	-4	4	96	11	2	-14	102	-1	0	102
CCOC(=O)c1c(C)[nH]c(N=Nc2ccccc2C)c1C	0	-8	1	103	6	-3	-43	102	-7	-9	98
O=S(=O)(NCc1cccnc1)c1cccs1	0	-2	0	97	19	0	-8	98	-1	-1	96
COc1ccc(C(=O)CSc2nnc(Cc3ccccc3)o2)cc1	-1	-3	-3	99	7	-3	13	96	-3	0	104
CCN1CCN(CC(=O)Nc2ccc(Cl)c(Cl)c2)C(=O)C1=O	0	-13	1	96	27	-4	1	108	-9	-10	101
Cc1cccc(-c2noc(CCCC(=O)Nc3ccc(C(N)=O)cc3)n2)c1	3	0	1	91	8	1	-20	97	2	-1	102
Cc1cccc(C)c1NC(=O)N1C2CCCC1CC(NC(=O)C(C)(C)C)C2 (stereo not drawn)	-43	-6	2	100	54	-2	-36	100	-7	-23	102
CC(NC1CCCC1)c1ccccc1 (stereo not drawn)	0	-4	-3	105	21	-2	-17	101	-2	-2	100
CC(=O)c1ccc(OCCn2cnc3ccccc32)cc1	0	-1	1	109	10	-4	-22	120	-3	0	112
O=S(=O)(NCC(c1ccco1)N1CCN(c2ccccc2F)CC1)c1ccc(F)cc1 (stereo not drawn)	-2	-1	-3	106	9	-6	-6	108	0	-3	106
O=c1c2ccccc2[nH]c(=S)n1Cc1ccc2c(c1)OCO2	-2	-2	-3	101	13	0	-4	103	-2	-12	104
O=C(CN1C(=O)c2ccccc2S1(=O)=O)NC1CCCCCC1	-1	-12	0	102	19	-2	-10	103	-7	-4	103
CCOc1ncccc1C(=O)OCCN1C(=O)c2ccccc2C1=O	-1	-10	-2	101	38	-18	-10	101	-9	-8	102
COc1ccc(C2CCCN2C(=O)Nc2ccc(Cl)cc2)cc1OC (stereo not drawn)	0	-10	1	93	22	-3	-13	97	-2	-6	95
Cc1ccc(-c2cc(N)n(-c3ccccc3)n2)cc1	-2	-2	-2	89	6	-1	-77	97	1	1	89
Cc1nn(CC(=O)N2CC(=O)Nc3ccccc32)c(C)c1[N+](=O)[O-]	0	-6	-4	104	8	-4	-5	103	-2	-4	103
CCCn1c2ccc(/C(C)=N\O)cc2c2cc(/C(C)=N/O)ccc21	-1	-7	-1	102	21	-3	-7	100	0	-7	100
O=S(=O)(Nc1ccc(S(=O)(=O)Nc2nccs2)cc1)c1ccc2c(c1)OCCO2	1	-10	6	104	10	-4	-17	101	-6	-5	103
O=C(c1ccc(Cl)c(Cl)c1)N1CCC(=O)N(C(COCc2ccccc2)Cc2ccccc2)CC1 (stereo not drawn)	-4	0	-3	99	17	-5	-1	98	-4	-5	100
O=C(NN1C(=O)C2C3c4ccccc4C(c4ccccc43)C2C1=O)C1CC1 (stereo not drawn)	0	-3	0	77	37	1	-15	104	0	-7	82
Cc1ccccc1C(=O)Nc1cccc(C#N)c1	-1	0	0	97	18	-3	-9	100	-6	-3	98
C=CCN1C(=O)NC2(CCCCC2)C1=O	4	-5	4	99	6	0	-18	101	-2	-6	100
COc1ccc(/C=N/NC(=O)CN(c2ccc(OC)cc2)S(=O)(=O)c2ccccc2)cc1	-1	-1	0	101	10	1	-21	101	-1	0	102
CCN(CCCNC(=O)CCn1c(=O)[nH]c2ccccc2c1=O)c1cccc(C)c1	0	0	0	100	13	1	-36	100	-3	0	101
CCCC(=O)Nn1cnc2c(c1=O)C1(CCCCC1)Cc1ccccc1-2	1	-7	-2	103	44	-2	9	102	-7	0	104
CCOC(=O)c1c(C)oc2ccc(OC(=O)N3CCOCC3)cc12	-1	-14	-2	104	30	-3	1	103	-7	-8	102
C[C@@H]1NC(=O)[C@H](CCC(=O)O)NC(=O)c2cc([N+](=O)[O-])cc(F)c2NCCC[C@@H](C(N)=O)NC1=O	-3	2	-3	98	16	-5	-4	101	0	-9	100
CC(=O)c1cccc(NC(=O)c2ccc(C)o2)c1	10	-4	1	98	15	-3	-13	102	1	0	100
CCOC(=O)CC1C(C(=O)OCC)ON2OC(C(=O)OC)C(C(=O)OCC)C12 (stereo not drawn)	1	-10	2	97	11	-1	-16	101	-10	-3	96
Cc1ccccc1NC(=O)N1CCCC(c2nc(-c3ccc(C(C)C)cc3)no2)C1 (stereo not drawn)	6	0	1	95	13	1	-25	101	3	3	94
CCc1ccc(C2CC(c3ccc(C)cc3)Nc3nc(N)nn32)cc1 (stereo not drawn)	0	-1	3	102	18	0	2	102	1	-1	101
COc1ccccc1-c1noc(-c2cccnc2)n1	0	-14	0	98	30	-4	0	98	-6	-6	99
CCc1ccc(NC(=O)N2CCN(c3ccccc3)CC2)cc1	0	-8	-1	104	13	0	-74	101	-1	-5	104
S=C(NCc1ccco1)Nc1cccc(Cl)c1	-1	-15	-2	100	41	-1	-14	103	-8	-15	103
COc1ccc(/C=C/C(=O)Nc2ccc(-n3nncc3-c3ccc(OC)c(OC)c3)cc2)cc1OC	-2	-13	-8	105	15	-6	-1	101	-7	-10	98
CN(CC(=O)O)S(=O)(=O)c1cc(Cl)ccc1Cl	-1	-14	0	97	42	-6	3	101	-4	-7	101
O=C(NCCO)C(=O)NCC1OCCCN1S(=O)(=O)c1cccs1 (stereo not drawn)	-2	-18	-2	100	10	-4	-24	99	-8	-4	95
CN(C)S(=O)(=O)c1ccc(C(=O)Nc2cc(=O)n(C)c(=O)n2C)cc1	-3	-3	-4	103	9	-5	0	103	-4	-4	101
CCOC(=O)c1sc(N(Cc2ccccc2)C(=O)COC(=O)c2ccccc2O)nc1C	-2	1	-1	84	10	-6	-3	91	1	-5	84
COc1ccc(N(CC(=O)N2CCCCC2)S(=O)(=O)c2c(C)nn(C)c2C)cc1	-2	-14	-1	99	24	-7	-2	102	-12	-5	102
Cc1cc(C)c2c(n1)nn1c(NCCCN(C)C)cc(C)nc21	5	-9	1	101	18	-1	15	106	1	-1	111
Cc1ccc(-c2cc(NC(=O)CCl)n(-c3ccccc3)n2)cc1	-1	-21	-1	100	37	-6	-23	101	-9	-10	100
Cc1nc2ccc(NC(=O)N3CCSCC3)cc2nc1C	0	-7	6	106	18	0	-12	104	-7	-2	108
COc1ccccc1NC(=O)CSc1ccc2nnc(-c3ccc(C)cc3)n2n1	-1	-4	0	97	19	-4	1	99	-3	0	101
Clc1cccc(NCc2nnc(SCc3ccc(Cl)cc3Cl)o2)c1	-2	-3	-3	100	21	-3	0	96	13	-6	103
O=C(NCc1ccccc1)c1cc(-c2cccc(O)c2)on1	-5	-5	-2	107	19	-2	-2	105	-2	-4	107
Cn1c(=O)cc(SCC(=O)NCCN2CCN(c3ccccc3F)CC2)c2cc(Cl)ccc21	-2	-4	-4	94	16	-1	-4	97	-4	0	99
CS(=O)(=O)N(CC(=O)NCCSc1ccccn1)c1cccc2ccccc12	-4	-1	-2	108	10	-4	-11	111	-3	-6	107
Cc1cc(C)c2nc(-c3ccccn3)cc(C(=O)NCCc3ccc(S(N)(=O)=O)cc3)c2c1	-5	2	-1	101	9	-6	-14	97	-4	-17	99
CCOc1ccccc1NC(=O)CN1C(=O)C(=O)N(Cc2ccco2)C1=O	-1	-4	1	?	16	-1	-47	102	0	-1	102
CCSc1nnnn1-c1ccccc1	-1	-10	0	102	39	0	-13	104	-3	-4	103
CSc1nc2sccc2c(=O)[nH]1	-1	-6	-1	?	16	-1	-27	100	-2	-1	100
Cc1ccc(S(=O)(=O)NN2C(=O)c3ccccc3NC2c2ccco2)cc1 (stereo not drawn)	0	-4	0	101	8	-2	-9	102	0	-4	106
COc1ccc(CCNC(=O)CC2Nc3ccccc3NC2=O)cc1 (stereo not drawn)	-6	-11	0	103	25	-3	-102	105	0	-8	104
O=C(NNc1ccc([N+](=O)[O-])cc1)c1ccccc1Cl	-1	-2	-3	101	13	-2	-19	100	-2	-6	101
C=CCNC(=O)/C(C#N)=C/c1cc(Br)ccc1OC	-3	-8	-1	103	18	-3	-33	107	-3	-8	105
CCOC(=O)c1c(C)n(OCc2ccccc2)c2ccc3c(no[n+]3[O-])c12	3	-10	3	96	14	-1	-9	101	-8	-4	101
c1coc(CNc2nc(-c3cccs3)cs2)c1	2	1	2	95	11	0	-27	101	3	-1	98
CCOC(=O)C1(CCOC)CCN(Cc2nc(-c3cccs3)oc2C)CC1	-4	-9	0	103	10	-4	-15	101	-5	-7	98
CCOc1ccc(C(=O)OC2CCN(C)CC2)cc1	-4	-2	-6	101	14	-8	9	108	-4	-9	103
N/C(Cn1cncn1)=N\NC(=O)C(=O)Nc1ccccc1	0	-6	-1	100	11	0	-25	100	-4	-3	100
